High-throughput results as filed in PubChem BioAssay.
SNCA expr inhib – Primary qHTS assay for inhibitors of alpha-synuclein gene (SNCA) expression; 140,000 compounds, 0.17% hits; HEK-293 SNCA-luciferase knock-in, luminescence, 24 h; Potency, µM (top dose mostly 57.2 µM), for the others: top-dose activity change, negative = inhibition, usual class: inhibitors; AID 1671194, 2021;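 further: plate controls were DMSO cells for no effect and cell-free wells for full effect; nearly all actives have a fitted effect of over 45% in size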
SNCA viab count – GF-AFC viability counterscreen for inhibitors of alpha-synuclein gene (SNCA) expression; HEK-293-SNCA-luc viability, GF-AFC fluorescence, 24 h; Potency, µM (doses to about 57.1 µM), without a hit: at the highest dose activity change, negative = cytotoxicity, hits mostly cytotoxic; 150,000 compounds, 0.12% hits;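 further: 0% = DMSO-treated cells and -100% = medium-only wells without cells; nearly all actives have a fitted effect of over 30% in size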
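HEK-293-SNCA-luc cells (1500/well) plated 24 h, then exposed 24 h to a dilution series; GF-AFC added 30 min at 37C, fluorescence 405/540 nm; normalised to medium-only and DMSO wells, Hill fit.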
Active calls of the source: *; ? = inconclusive; [ ] = dose if it differs, or a comment. The call rests on the fitted dose curve; in most records, active means well fitted curve in the direction sought with a large enough effect; inconclusive means small, poorly fitted or top-dose-only effect, or another doubt; inactive means no such curve, though single readings can be large; an effect the other way counts as inactive or inconclusive. Potency means the concentration at half of the fitted maximal effect. These rows are one share of the data; the hit share may differ from the screen's.

SMILES	SNCA expr inhib	SNCA viab count
COCC(=O)N1CCC2(CCCN(c3ccccc3)C2)CC1	2.9%	-7.4%
Cc1cccc(CNc2ncnc3ccc(-c4ccc5c(c4)OCO5)cc23)c1	-8.6%	2.8%
O=S(=O)(c1ccccc1)N1CCC2(CCCN(c3ccccn3)C2)CC1	-20.3%	-0.1%
CNc1cc(-c2ccccc2C)ncn1	-5.2%	6.9%
Cn1c(=O)c(-c2cccc(F)c2)nc2cncnc21	-7.2%	-0.4%
COc1ccccc1-c1nc(NCCN2CCOCC2)c2ccccc2n1	-29.6%	-24.0%
COc1ccc(CNc2nc(-c3c(C)noc3C)nc3ccccc23)c(OC)c1	-0.1%	-8.8%
CN1CCCC2(CCN(C(=O)c3cnccn3)CC2)C1	7.2%	6.8%
COc1ccc(C(=O)N2CCC3(CC2)CN(CC(C)C)C3)cc1	-7.8%	?
COC(=O)N1CCC2(CC1)CN(C(=O)Nc1cccc(C#N)c1)C2	-9.1%	-10.2%
COCCn1c(=O)c(C)nc2cnc(Oc3cccc(Cl)c3)nc21	4.4%	21.9%
COc1ccc(CNc2ncncc2-c2ccc(C(=O)N(C)C)cc2)c(OC)c1	9.6%	-2.8%
COCC(=O)N1CCC[C@@]2(CCN(C(c3ccccc3)c3ccccc3)C2)C1	-16.0%	-11.1%
COc1ccc(NC(=O)N2CC[C@@]3(CCCN(C(=O)c4c(C)noc4C)C3)C2)cc1	6.9%	-8.8%
COc1ccc(C(=O)N2CCC3(CC2)CN(c2ncccn2)C3)cc1	4.4%	-10.7%
COc1ncc2nc(-c3cccs3)c(=O)n(C)c2n1	16.7%	?
COc1cccc(Cn2c(=O)c(CCc3ccccc3)nc3cncnc32)c1	19.6%	-4.8%
COc1ncc2nc(CCc3ccccc3)c(=O)n(Cc3cccs3)c2n1	1.9%	3.2%
CN1CCN(c2ncc3ncc(=O)n(C[C@H]4CCCO4)c3n2)CC1	-0.2%	5.7%
COc1ccc(CNc2ccnc(-c3cccc(C#N)c3)n2)c(OC)c1	38.9%[activator]	?
COc1ccc2[nH]cc(CCNc3cc(-c4ccccc4C)ncn3)c2c1	-8.3%	11.7%
c1ccc2c(NCCN3CCOCC3)nc(-c3ccc4c(c3)OCO4)nc2c1	121.5%[activator]	-7.7%
CNc1nc(-c2c(C)noc2C)nc2ccccc12	-12.7%	-5.3%
N#Cc1ccc(CN2CCCC3(CCN(S(=O)(=O)c4ccccc4)CC3)C2)cc1	?	-6.4%
COCC(=O)N1CCC2(CCCN(c3ccccn3)C2)CC1	-9.2%	2.6%

4 entries from above in a different format:
Cn1c(=O)c(-c2cccc(F)c2)nc2cncnc21
  SNCA expr inhib = -7.2%	SNCA viab count = -0.4%
CN1CCN(c2ncc3ncc(=O)n(C[C@H]4CCCO4)c3n2)CC1
  SNCA expr inhib = -0.2%	SNCA viab count = 5.7%
CNc1nc(-c2c(C)noc2C)nc2ccccc12
  SNCA expr inhib = -12.7%	SNCA viab count = -5.3%
COc1ccc(C(=O)N2CCC3(CC2)CN(CC(C)C)C3)cc1
  SNCA expr inhib = -7.8%	SNCA viab count = ?

The listing continues.
SMILES	SNCA expr inhib	SNCA viab count
CC(=O)NCCNc1ncnc2ccc(-c3ccccc3C(F)(F)F)cc12	12.1%	-10.9%
COc1ccccc1CCn1c(=O)c(-c2ccc(F)c(F)c2)nc2cncnc21	-14.2%	-0.4%
FC(F)(F)c1ccccc1-c1ccc2ncnc(NCc3cccs3)c2c1	-11.6%	-8.2%
Cn1cccc1C(=O)N1CCC2(CCCN(Cc3ccc(C#N)cc3)C2)CC1	-21.8%	-11.5%
CS(=O)(=O)Nc1cccc(-c2ccc3ncnc(NCc4cccs4)c3c2)c1	15.8%	-12.6%
COc1cccc(-c2nc(NCCN3CCOCC3)c3ccccc3n2)c1	12.9%	-21.7%
N#Cc1ccc(CN2CCC3(CC2)CCN(C(=O)c2cc(C(F)(F)F)cc(C(F)(F)F)c2)CC3)cc1	-25.4%	?
COc1ccc(NC(=O)N2CC[C@@]3(CCCN(C(=O)c4ccc(OC)cc4)C3)C2)cc1	30.0%	-10.9%
Cc1cccc(CNc2nc(-c3ccccc3CN(C)C)nc3ccccc23)c1	?	?
O=C(Nc1ccccc1)N1CCC2(CC1)CCN(C(=O)c1cnccn1)CC2	8.0%	-1.6%
COc1ccccc1CNc1ncnc2ccc(-c3ccccc3C#N)cc12	9.3%	-8.5%
Cn1cccc1C(=O)N1CCC2(CCCN(Cc3ccccc3)C2)CC1	-10.6%	6.9%
COc1ccccc1CNc1cc(-c2ccccc2Cl)ncn1	17.9%	-4.8%
COc1ccccc1-c1nc(NCCc2cnc[nH]2)c2ccccc2n1	10.6%	-25.6%
CS(=O)(=O)N1CCC2(CC1)CN(Cc1ccccc1)C2	26.9%	-16.5%
O=S(=O)(c1ccccc1)N1CCC[C@@]2(CCN(c3ccncc3)C2)C1	11.6%	0.2%
CCNc1ncc2nc(-c3ccc(Cl)cc3)c(=O)n(-c3ccccc3)c2n1	-24.6%	?
FC(F)(F)c1cc(CN2CC3(CCNCC3)C2)cc(C(F)(F)F)c1	-18.1%	?
COc1ccc(CNc2cc(-c3ccccc3OC)ncn2)c(OC)c1	15.2%	-2.6%
CN1CCN(c2ncnc3ccc(-c4cccnc4)cc23)CC1	-9.0%	?
COc1cccc(Cn2c(=O)c(-c3ccc(F)c(F)c3)nc3cncnc32)c1	-1.4%	-30.1%
CN(C)c1nc(-c2ccc3c(c2)OCO3)nc2ccccc12	4.0%	-24.7%
CN(C)C(=O)c1ccc(-c2cc(NCc3ccccc3)ncn2)cc1	9.0%	2.0%
O=c1cnc2cncnc2n1Cc1ccccc1	-19.2%	?
COCC(=O)N1CCC2(CC1)CN(Cc1cc(C(F)(F)F)cc(C(F)(F)F)c1)C2	17.0%	4.1%

Rewritten bar-delimited: entries from further up.
compound | SNCA expr inhib | SNCA viab count
Cn1cccc1C(=O)N1CCC2(CCCN(Cc3ccc(C#N)cc3)C2)CC1 | -21.8% | -11.5%
O=S(=O)(c1ccccc1)N1CCC2(CCCN(c3ccccn3)C2)CC1 | -20.3% | -0.1%
COCC(=O)N1CCC[C@@]2(CCN(C(c3ccccc3)c3ccccc3)C2)C1 | -16.0% | -11.1%

Remaining list, next part
SMILES	SNCA expr inhib	SNCA viab count
COc1ccccc1-c1cc(NCc2cccnc2)ncn1	-1.1%	5.8%
COc1ncc2nc(-c3cc(F)cc(F)c3)c(=O)n(CCc3ccccc3)c2n1	8.7%	-7.5%
COCCn1c(=O)c(-c2cccs2)nc2cnc(N3CCN(C)CC3)nc21	19.8%	?
CN(C)c1ncc2nc(-c3ccc(Cl)cc3)c(=O)n(CCC#N)c2n1	-2.8%	?
O=S(=O)(c1ccccc1)N1CCC2(CCN(Cc3nccs3)CC2)CC1	-3.1%	-6.5%
COc1ccc(C(=O)N2CCC3(CCN(C(=O)Nc4ccccc4)CC3)CC2)cc1	-14.5%	?
Cn1c(=O)c(CCc2ccccc2)nc2cnc(N3CCOCC3)nc21	124.9%[activator]	?
COCCn1c(=O)c(C)nc2cnc(N3CCOCC3)nc21	4.9%	-26.8%
O=C(c1ccco1)N1CCC[C@@]2(CCN(c3ccccc3)C2)C1	8.8%	-16.0%
Cc1noc(C)c1-c1cncnc1-n1ccnc1	-16.4%	-6.9%
O=c1c(-c2cc(F)cc(F)c2)nc2cnc(N3CCOCC3)nc2n1Cc1cccs1	5.7%	17.7%
COCC(=O)N1CCC2(CC1)CN(Cc1ccc(C#N)cc1)C2	-8.8%	7.0%
Cn1cccc1C(=O)N1CCC2(CC1)CN(C(=O)Nc1cccc(C#N)c1)C2	-11.1%	15.9%
O=C(c1cnccn1)N1CCC2(CC1)CCN(c1ccncc1)CC2	3.6%	10.9%
CC(=O)NCCNc1ncncc1-c1ccccc1C(F)(F)F	10.0%	5.8%
COc1ccc(-c2nc3cnc(OC)nc3n(CCc3ccccc3)c2=O)cc1	-6.2%	9.8%
Cn1cccc1C(=O)N1CCC2(CCN(Cc3nccs3)CC2)CC1	-20.4%	-13.3%
O=c1cnc2cnc(N3CCOCC3)nc2n1Cc1cccs1	9.6%	-5.0%
COc1ccc(-c2nc3cnc(N4CCNCC4)nc3n(Cc3ccc(F)cc3)c2=O)cc1	1.0%	-1.7%
COc1ccccc1CNc1ccnc(-c2ccoc2)n1	-2.2%	-6.4%
CN(Cc1ccco1)c1ncnc2ccc(-c3cccc(C#N)c3)cc12	13.9%	11.1%
COc1ccccc1CNc1ncnc2ccc(-c3ccc(C(=O)N(C)C)cc3)cc12	1.7%	-4.6%
CN(Cc1ccco1)c1ncnc2ccc(-c3ccccc3Cl)cc12	-28.1%	-14.5%
O=C(c1csnn1)N1CCC[C@@]2(CCN(c3ccccn3)C2)C1	23.2%	2.0%
Cc1ccccc1-c1ccc2ncnc(N(C)C)c2c1	15.2%	-12.3%

Entries above that contain an NH in an aromatic ring:
SMILES	SNCA expr inhib	SNCA viab count
COc1ccc2[nH]cc(CCNc3cc(-c4ccccc4C)ncn3)c2c1	-8.3%	11.7%
COc1ccccc1-c1nc(NCCc2cnc[nH]2)c2ccccc2n1	10.6%	-25.6%

Next section
SMILES	SNCA expr inhib	SNCA viab count
CN(C)c1ncc2nc(-c3cccs3)c(=O)n(C3CC3)c2n1	78.3%[activator]	?
COCCn1c(=O)cnc2cnc(N3CCN(C)CC3)nc21	13.4%	-16.2%
CS(=O)(=O)N1CCC[C@@]2(CCN(c3ncccn3)C2)C1	8.3%	-3.7%
COc1ncc2nc(-c3cccc(C#N)c3)c(=O)n(CCC#N)c2n1	-3.8%	-5.0%
CNc1ccnc(-c2cccc(NS(C)(=O)=O)c2)n1	44.1%[activator]	-2.6%
CN1CCN(c2ncc3nc(-c4ccccc4)c(=O)n(CCc4ccccc4)c3n2)CC1	-11.3%	1.7%
O=C(Nc1ccccc1)N1CCCC2(CCN(C(=O)c3cccc(F)c3)CC2)C1	1.6%	-8.1%
COC(=O)N1CCC2(CC1)CN(c1ccc(-c3ccccc3)cc1)C2	24.4%	0.6%
CN(C)c1ncc2nc(-c3cc(F)cc(F)c3)c(=O)n(-c3ccccc3)c2n1	6.0%	?
O=C(c1cnccn1)N1CCC[C@@]2(CCN(c3ncccn3)C2)C1	-10.9%	-8.6%
COc1ccc2[nH]cc(CCNc3ncnc4ccc(-c5ccccc5OC)cc34)c2c1	-15.5%	?
O=C(c1cnccn1)N1CCC[C@@]2(CCN(Cc3nccs3)C2)C1	10.4%	1.2%
N#Cc1cccc(-c2nc3cnc(Oc4cccc(Cl)c4)nc3n(C3CC3)c2=O)c1	-24.2%	-3.3%
CS(=O)(=O)Nc1cccc(-c2cc(Nc3ccccc3)ncn2)c1	93.0%[activator]	-13.1%
COc1ccc(-c2nc3cnc(OC)nc3n(Cc3cccc(OC)c3)c2=O)cc1	4.9%	-3.9%
COCCn1c(=O)c(-c2ccccc2)nc2cnc(Oc3ccc(OC)cc3)nc21	6.6%	?
Cn1c(=O)c(-c2cccs2)nc2cnc(N3CCNCC3)nc21	59.2%[activator]	?
COc1cccc(Nc2ncc3nc(C)c(=O)n(CCC#N)c3n2)c1	10.8%	-5.1%
CN(C)c1ncc2nc(-c3ccccc3)c(=O)n(CCc3ccccc3)c2n1	30.0%	?
COc1cccc(Cn2c(=O)c(-c3ccc(Cl)cc3)nc3cnc(OC)nc32)c1	40.6%	15.5%
N#Cc1ccccc1-c1ccc2ncnc(NCc3cccnc3)c2c1	16.1%	-3.8%
O=c1c(-c2cccs2)nc2cnc(Oc3cccc(Cl)c3)nc2n1C1CC1	-27.6%	4.3%
Cc1noc(C)c1-c1nc(NC2CCNCC2)c2ccccc2n1	3.3%	-26.9%
O=C(c1cccc(F)c1)N1CCC2(CCN(Cc3ccccc3)CC2)CC1	12.3%	-3.4%
COc1ccc(C(=O)N2CCC[C@@]3(CCN(c4ccncc4)C3)C2)cc1	46.8%	-11.7%
COCCn1c(=O)c(-c2ccc(Cl)cc2)nc2cnc(N3CCOCC3)nc21	18.8%	?
COc1ccc(Oc2ncc3nc(CCc4ccccc4)c(=O)n(C4CC4)c3n2)cc1	-3.9%	-1.4%
CC(C)CN1CCCC2(CCN(C(=O)c3cccc(F)c3)CC2)C1	-15.3%	3.1%
COCCn1c(=O)c(-c2cccc(C#N)c2)nc2cnc(Oc3ccc(OC)cc3)nc21	-24.8%	-14.7%

5 entries out of the list, ordered by length of the SMILES, ascending.
SMILES	SNCA expr inhib	SNCA viab count
COc1ccccc1CNc1ccnc(-c2ccoc2)n1	-2.2%	-6.4%
COCCn1c(=O)cnc2cnc(N3CCN(C)CC3)nc21	13.4%	-16.2%
COc1ccc(CNc2cc(-c3ccccc3OC)ncn2)c(OC)c1	15.2%	-2.6%
Cn1cccc1C(=O)N1CCC2(CCCN(Cc3ccccc3)C2)CC1	-10.6%	6.9%
COc1ccccc1CCn1c(=O)c(-c2ccc(F)c(F)c2)nc2cncnc21	-14.2%	-0.4%
